Source: PubChem
TDP1 cell noCPT – qHTS for Inhibitors of human tyrosyl-DNA phosphodiesterase 1 (TDP1): qHTS in cells in absence of CPT; DT40 Tdp1-/- hTDP1 cells, no CPT, ATP luminescence, 48 h; Potency, µM (highest dose often 46.2 µM), inactives show at the highest dose activity change, negative = growth inhibition, actives largely listed as inhibitors; actives 15% (n = 420,000); active means well fitted inhibition curve with a large enough effect; inconclusive means small, poorly fitted or top-dose-only effect; further: nearly all actives have a fitted effect of over 55% in size
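Readout: luminescence from CellTiter-Glo after 30 min in the dark at RT. Cells: DT40 Tdp1-/- with stable hTDP1, 400/well. Exposure: compounds alone, ≥48 hr, 37 °C.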
The depositor's hits bear a star; ? = inconclusive. On the % scale 0 is the no-effect control and ±100 the full control effect; potency means the concentration at half of the fitted maximal effect. The list is partial. The share of hits here may be higher or lower than overall.

The first 15 records, ahead of the listing:
SMILES | TDP1 cell noCPT
CCC(=O)N1CCCC(C)(C(=O)NS(=O)(=O)c2ccccc2Cl)C1 (configuration not stated) | -6%
OCCN1CCN(c2ncnc3c2ncn3[C@H]2CN(Cc3ccccc3)C[C@@H](CO)O2)CC1 | ?
C[C@@H]1CN([C@H](C)CO)C(=O)CCCn2nncc2CO[C@H]1CN(C)C(=O)Nc1ccc(N2CCN(C)CC2)cc1 | 10%
O=C(CC(O)c1ccccc1)Nc1ccccn1 (configuration not stated) | -9%
CC(NC(=O)CN1C(=O)NC2(CCCCC2)C1=O)c1ccc(S(N)(=O)=O)cc1 (configuration not stated) | -5%
ON=C1c2ccccc2-c2ccc(O)cc21 | -13%
O=C(COC(=O)COc1ccc(Cl)cc1Br)NC1CCCC1 | 2%
CO[C@@H]1CN(C)C(=O)c2cc(NC(=O)NC3CCCCC3)ccc2OC[C@@H](C)N(CCc2ccccc2)C[C@H]1C | 16µM*
N#Cc1c(N)[nH]c(C(=O)c2ccccc2)c1-c1ccc(Cl)cc1 | -28%
O=C(COC(=O)Cc1ccc(Cl)cc1Cl)NCc1ccccc1 | -11%
CN1C(=O)C(N=Nc2ccc([N+](=O)[O-])cc2)SC1=S (configuration not stated) | 6.5µM*
CCCS(=O)(=O)NC(=O)C1(C)CCN(C(=O)c2cccc(C(F)(F)F)c2)C1 (configuration not stated) | -1%
N#CN=c1snc(-c2ccccc2)n1-c1ccc(Br)cc1 | ?
C[C@@H]1CN([C@H](C)CO)S(=O)(=O)c2ccc(C#Cc3ccccc3F)cc2O[C@@H]1CN(C)C(=O)Cc1ccccc1 | 13µM*
COc1ccccc1C1=CC(=O)CCC1 | -12%

The list itself, repeating the preview:
SMILES | TDP1 cell noCPT
CCC(=O)N1CCCC(C)(C(=O)NS(=O)(=O)c2ccccc2Cl)C1 (configuration not stated) | -6%
OCCN1CCN(c2ncnc3c2ncn3[C@H]2CN(Cc3ccccc3)C[C@@H](CO)O2)CC1 | ?
C[C@@H]1CN([C@H](C)CO)C(=O)CCCn2nncc2CO[C@H]1CN(C)C(=O)Nc1ccc(N2CCN(C)CC2)cc1 | 10%
O=C(CC(O)c1ccccc1)Nc1ccccn1 (configuration not stated) | -9%
CC(NC(=O)CN1C(=O)NC2(CCCCC2)C1=O)c1ccc(S(N)(=O)=O)cc1 (configuration not stated) | -5%
ON=C1c2ccccc2-c2ccc(O)cc21 | -13%
O=C(COC(=O)COc1ccc(Cl)cc1Br)NC1CCCC1 | 2%
CO[C@@H]1CN(C)C(=O)c2cc(NC(=O)NC3CCCCC3)ccc2OC[C@@H](C)N(CCc2ccccc2)C[C@H]1C | 16µM*
N#Cc1c(N)[nH]c(C(=O)c2ccccc2)c1-c1ccc(Cl)cc1 | -28%
O=C(COC(=O)Cc1ccc(Cl)cc1Cl)NCc1ccccc1 | -11%
CN1C(=O)C(N=Nc2ccc([N+](=O)[O-])cc2)SC1=S (configuration not stated) | 6.5µM*
CCCS(=O)(=O)NC(=O)C1(C)CCN(C(=O)c2cccc(C(F)(F)F)c2)C1 (configuration not stated) | -1%
N#CN=c1snc(-c2ccccc2)n1-c1ccc(Br)cc1 | ?
C[C@@H]1CN([C@H](C)CO)S(=O)(=O)c2ccc(C#Cc3ccccc3F)cc2O[C@@H]1CN(C)C(=O)Cc1ccccc1 | 13µM*
COc1ccccc1C1=CC(=O)CCC1 | -12%

Part of the list above in order of heavy-atom count, descending.
SMILES | TDP1 cell noCPT
C[C@@H]1CN([C@H](C)CO)S(=O)(=O)c2ccc(C#Cc3ccccc3F)cc2O[C@@H]1CN(C)C(=O)Cc1ccccc1 | 13µM*
OCCN1CCN(c2ncnc3c2ncn3[C@H]2CN(Cc3ccccc3)C[C@@H](CO)O2)CC1 | ?
ON=C1c2ccccc2-c2ccc(O)cc21 | -13%

Next section:
SMILES | TDP1 cell noCPT
COc1ccc(C(=O)C2CC2)cc1 | 7%
CC1(c2nnc(-c3ccccc3)o2)CC(c2c(Cl)cccc2Cl)=NO1 (configuration not stated) | ?
COc1ccc(CN2CCOc3c(cc(-c4ncc(C(F)(F)F)cc4Cl)cc3OCC3CCCO3)C2)c(O)c1 (configuration not stated) | ?
CC1(C(=O)Nc2ccc(Cl)c(Cl)c2)CCN1C(=O)C1CCCCC1 (configuration not stated) | ?
C=C1[C@@H](O)CN(Cc2ccc(OC)cc2)S1(=O)=O | 18µM*
CC1(C)Cc2cccc(OC(=O)NCCc3ccc(F)cc3)c2O1 | ?
CCCCCCCCCCCCCCCC(=O)OC[C@@H](O)[C@H]1OC[C@H](O)[C@H]1O | -14%
CCCCNC(=O)C1(C)CCC(=O)N1CCc1c[nH]c2ccccc12 (configuration not stated) | -4%
CC1(C(=O)NCc2ccccc2)CSCC(=O)N1CC(F)(F)F (configuration not stated) | 22%
CCCC(=O)NC(C)c1nc(-c2ccc(C)cc2)no1 (configuration not stated) | ?
CC(=O)OCC1(O)CC23CCC4c5ccoc5CCC4(C)C2CCC1C3 (configuration not stated) | 15µM*
CN(c1ccccc1)c1nccc(=O)[nH]1 | -3%
CC(=NNC(=S)N1CCN(c2ccccn2)CC1)c1ccccn1 | 16µM*
Clc1ccc(SCc2cc(Cl)nc(-c3ccccc3)n2)cc1 | -26%
CC(C)(C)c1ccccc1NC(=O)Nc1nc(C(N)Cc2ccc(F)cc2)cs1 (configuration not stated) | 21µM*
CC1CCC(NC(=O)c2nn(C)c(=O)c3ccccc23)CC1 (configuration not stated) | -23%
COC(=O)[C@]12CCCCC=C1N(Cc1ccco1)C(=O)[C@H](CC(=O)NCc1cccc(C(F)(F)F)c1)C2 | ?
COc1ccc(NC(=O)CCN(c2ccc(OC)cc2)S(=O)(=O)c2ccc(C)c(C)c2)cc1 | ?
CCOC1=C2[C@@H](CN(S(=O)(=O)c3ccc(C)cc3)[C@H]2c2ccccc2Cl)[C@H]2C(=O)NC(=O)[C@H]2C1 | ?
Cc1c(C(=O)NCc2ccc(C#N)cc2)sc(=O)n1Cc1ccc(C(=O)N(C)C)cc1 | ?
O=C(Cc1cccc(NC(=O)C2CCN(C(=O)C3CCC3)CC2)c1)Nc1cccc(C(=O)N2CCCCC2)c1 | -4%
CCNC(=O)C1(C)CCN(C(=O)c2ccc3snnc3c2)C1 (configuration not stated) | 6%
COCCNc1ncnc2c1ncn2[C@H]1CN(Cc2ccc(-c3ccccc3)cc2)C[C@@H](CO)O1 | 21µM*
C[C@@H]1CN([C@@H](C)CO)C(=O)CCCn2nncc2CO[C@H]1CN(C)S(=O)(=O)c1ccccc1 | -11%
COc1ccc(C2c3c(oc4ccccc4c3=O)C(=O)N2Cc2ccncc2)cc1OC (configuration not stated) | -13%
CN(C(=O)c1ccc(NC(=O)Cc2ccc(NC(=O)C3CCCN(C(=O)CCc4ccccc4)C3)cc2)cc1)C1CCCC1 (configuration not stated) | 21µM*
CCOC1=C2[C@@H](CN(S(=O)(=O)c3ccc(C)cc3)[C@H]2c2ccccc2Cl)[C@H]2C(=O)N(Cc3ccccc3)C(=O)[C@H]2C1 | 15µM*
COc1ccc(/C=C2/SC(=S)N(CCC(=O)Nc3cccnc3)C2=O)cc1OC | -1%
S=C1SCN(Cc2ccccc2)CN1Cc1ccco1 | ?
O=C(NCC[C@@H]1CC[C@@H](NS(=O)(=O)Cc2ccccc2)[C@@H](CO)O1)C1CC1 | 6%
Cc1ccc(-c2nc3cc(Cl)ccc3o2)cc1NC(=O)COc1ccccc1C | 11µM*
COc1ccc(CN2CCOc3c(O)cc(-c4cc(C)c5ccc(F)cc5n4)cc3C2)c(O)c1 | ?
CCNc1ccc(S(=O)(=O)N2CCOCC2)cc1NCC(=O)Nc1cccc(Br)c1 | 2.6µM*
Cc1cccc(C)c1NC(=O)c1ccc2sc([C@H]3C[C@H](O)[C@@H](CO)O3)nc2c1 | -6%
CN(C)Cc1ccccc1CCc1ccccc1 | -1%
Cc1ccc(S(=O)(=O)N2CCN(C(=O)C(O)c3ccccc3)CC2)cc1 (configuration not stated) | 4%
NC(=O)COc1ccc(S(=O)(=O)N2CCCC2)cc1 | 0%
CCOC1=C2CN(S(=O)(=O)c3ccc(C)cc3)[C@H](c3ccccc3)C[C@@H]2N(S(=O)(=O)c2ccc(C)cc2)[C@H](c2cccs2)C1 | -9%
Cc1ccccc1S(=O)(=O)N(C)C[C@@H]1OCc2cnnn2CCCC(=O)N([C@@H](C)CO)C[C@@H]1C | -3%
COc1ccc(N2C(=O)[C@@H]3C[C@H]2CN3Cc2cccn2-c2ccccn2)cc1Cl | -27%
C=C(CCO)C1=CCN(S(=O)C(C)(C)C)[C@@H]1CCO (some centres not stated) | -4%
CC1(C(=O)NCc2cccc(C(F)(F)F)c2)CCN1Cc1cc2ccccc2o1 (configuration not stated) | 18µM*
O=C(c1ccc2c3c(cccc13)CC2)N1CCN(c2ncccn2)CC1 | -14%
Cc1ccccc1-n1c(=O)c2c3c(sc2n2cnnc12)CCCC3 | 16µM*
COc1cc(CNC(=O)c2ccc3c(c2)S(=O)(=O)c2ccccc2C3=O)cc(OC)c1 | ?
OC(c1ccccc1)(c1nc(-c2ccccc2)cs1)C(F)(F)F (configuration not stated) | 21µM*
OCCN1CCSC1=S | -7%
CN(C)c1ccc(/C=C/c2nc3ccccc3o2)cc1 | ?
O=C(NC(=S)Nc1cccc(NC(=S)NC(=O)c2ccccc2)c1)c1ccccc1 | 10µM*
CN1CCN(C(=O)c2cc3c(c(-c4cccc(-c5cccnc5)c4)n2)[C@@H](CCO)N(C(=O)CC2CC2)C3)CC1 | -22%
COc1ccccc1-c1cccc([C@@H]2C[C@H]3[C@H](CON3C)CN2C)c1 | -16%
CCOc1ccc(C(=O)Nc2ccc(Cl)c(-c3nc4cc(C)cc(C)c4o3)c2)cc1 | -14%
Cc1c(C(=O)NCC2(N3CCOCC3)CCCCCC2)cnn1-c1nccc(-c2ccccc2F)n1 | ?
O=C(Nc1nnc([C@H]2C[C@H](O)[C@@H](CO)O2)s1)Nc1ccc(F)cc1F | 9%
Cc1cc2c(=O)[nH]c(N)nc2[nH]1 | 4%
CC(C=NNC(=O)C(=O)NN=CC(C)=Cc1ccccc1)=Cc1ccccc1 | -28%
CC(=O)N1C[C@H]2CON(C)[C@H]2C[C@H]1c1cccc(-c2ccc(C#N)cc2)c1 | -18%
CCNC(=O)C1(C)CCCN(C(=O)CCc2cccs2)C1 (configuration not stated) | -12%
CC1(C)CC2(C)OC2C2(C1)N=NC(=Nc1ccccc1)O2 (configuration not stated) | 4.1µM*
CC(c1nc2ccccc2[nH]1)n1c(=O)c(-c2cccnc2)nc2ccccc21 (configuration not stated) | ?
Carrying on.
SMILES | TDP1 cell noCPT
O=c1c(-c2cccs2)nc2ccccc2n1C(c1ccccn1)c1nc2ccccc2[nH]1 (configuration not stated) | 15µM*
Cn1c(N)c(C(C[N+](=O)[O-])c2ccccc2Cl)c(=O)n(C)c1=O (configuration not stated) | 4.6µM*
COc1ccc(C(=O)N2CCCCC2c2cc(C(=O)NCc3ccc(Cl)c(Cl)c3)no2)cc1 (configuration not stated) | ?
Cc1cc(C)c2c3c(c(-c4ccccc4)n2n1)c(=O)n(C)c(=O)n3C | 7%
Cc1cc(NC(=O)Nc2cccc(Cl)c2)no1 | ?
CC(C)(C)OC(=O)N(Cc1ccccc1)Cc1ccc(OCc2cccc(NC(=O)c3ccccc3)c2)cc1 | 18µM*
CC1(C(=O)Nc2ccc3c(c2)OCO3)CCN1C(=O)Cc1cccc2ccccc12 (configuration not stated) | 16µM*
Cc1ccc(CNC(=O)CN(C)S(=O)(=O)c2ccc(F)cc2)cc1 | -20%
CC(NNC(=S)N1CCN(c2ccccn2)CC1)c1nccc2ccccc12 (configuration not stated) | 0.018µM*
O=C(C[n+]1cccc2cccc(O)c21)c1ccccc1 | -12%
N#CC1c2ccccc2C=CN1C(=O)N(c1ccccc1)c1ccccc1 (configuration not stated) | ?
NC(c1ccc(F)c(F)c1)c1nc(-c2cncnc2)cs1 (configuration not stated) | ?
CC(C)(Cc1nc2ccccc2[nH]1)c1nc2ccccc2[nH]1 | -3%
C(=Cc1nc2ccccc2o1)c1ccc2c(c1)OCO2 | ?
COc1ccc(-c2nc3ccccc3n(CC(C)C)c2=O)cc1 | -2%
O=C(CC1(O)C(=O)N(CCc2ccccc2)c2ccc(Br)cc21)c1ccc(F)cc1 (configuration not stated) | 16µM*
COc1ccccc1N1CCN(C(=O)C(=O)c2cccc([N+](=O)[O-])c2)CC1 | ?
COc1cccc(C(NC(C)=O)c2nc(-c3cccc(O)c3)cs2)c1 (configuration not stated) | 18µM*
CCC(C)C(CO)NCCCn1ccc(NC(=O)OCc2ccccc2)nc1=O (configuration not stated) | -19%
Cc1ccc(S(=O)(=O)Nc2nc(CN3CCOCC3)nc3sc(C(=O)O)c(C)c23)cc1 | -3%
CCOC(=O)c1c(-c2ccc(OC)cc2)oc2ccc(OCc3ccc(Br)cc3)cc12 | ?
CCOC(=O)C1=CCN(S(=O)(=O)c2ccccc2Br)C1c1ccccc1 (configuration not stated) | ?
Cc1ccccc1NC(=O)Cc1nc(COC(=O)Cc2cccc(C(F)(F)F)c2)cs1 | ?
COc1ccccc1NC(=O)Nc1nc(C(N)C(C)C)cs1 (configuration not stated) | 21µM*
Cc1ccc(Nc2nnc(-c3ccc(C)c(S(=O)(=O)N4CCN(C)CC4)c3)c3ccccc23)cc1 | 16µM*
COc1ccccc1Cc1c(-c2ccc(F)cc2)nc2ccc(Br)cn12 | ?
CN(C)c1ccc(/C=C/C=C2/C=Cc3ccccc32)cc1 | ?
CN1CCN(C(=O)c2cccc(-c3ccc4nncn4c3)c2)CC1 | 0%
CCOC1(OCC)OC(c2ccccc2)=C(C#N)C(C=Cc2ccccc2)C1(OCC)OCC (configuration not stated) | 21µM*
O=S(=O)(c1ccc(Br)cc1F)N1CCC(O)CC1 | -9%
C[C@@H]1COc2cc(N3CCC[C@@H]3CO)ccc2S(=O)(=O)N1 | -16%
